M1 antag: blocks human M1 muscarinic receptor; inhibition, % at 3 µM; 1.3% of 360,000 active; CHO-K1 hM1, Fluo-8 calcium fluorescence, ACh EC80 antagonist; P11229;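 active = percent inhibition above its own plate's cutoff, namely the mean of that plate's compound wells plus 3 SD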;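 also: peak over basal fluorescence ratio during 140 s after agonist addition; 0% = ACh EC80 plus DMSO and 100% = DMSO alone without agonist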
Target sequence (P11229 whole entry, looked up): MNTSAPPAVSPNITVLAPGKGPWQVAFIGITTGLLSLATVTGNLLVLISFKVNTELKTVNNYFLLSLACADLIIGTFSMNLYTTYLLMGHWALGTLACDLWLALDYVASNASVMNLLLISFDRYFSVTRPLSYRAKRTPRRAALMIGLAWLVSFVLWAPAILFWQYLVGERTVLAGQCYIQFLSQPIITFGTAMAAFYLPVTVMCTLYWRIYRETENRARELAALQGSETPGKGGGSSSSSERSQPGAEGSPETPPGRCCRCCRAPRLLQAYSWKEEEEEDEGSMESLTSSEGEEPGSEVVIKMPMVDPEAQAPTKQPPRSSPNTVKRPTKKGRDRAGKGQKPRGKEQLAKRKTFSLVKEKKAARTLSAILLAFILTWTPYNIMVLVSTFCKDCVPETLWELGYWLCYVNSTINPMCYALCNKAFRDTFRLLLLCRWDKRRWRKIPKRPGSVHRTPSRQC
OXTR potentiator: human OXTR potentiation; CHO-OTR cells, Fluo-8 calcium fluorescence, potentiator mode; 0% = oxytocin EC15, 100% = EC100; P30559; AID 2445; 0.061% of 320,000 active; activation, % at 3 µM;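 active = activation above that plate's cutoff, the mean activation of tested compounds plus 3 SD, cut at about 6.6% in these data, passing the limit was not always enough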;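 also: 100% uses oxytocin at 75 nM as the full agonist control; some results filed as inactive read as strong as hits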
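Assay system: CHO cell line stably expressing human OTR | Also added: Oxytocin at about EC15, sub-maximal agonist stimulus | Times: Compound 6 min at room temperature before oxytocin, 100 s read | Measured by: Fluo-8 intracellular calcium fluorescence, ex 470-495, em 515-575 nm | Controls: EC15 oxytocin alone as 0%, 75 nM oxytocin as 100%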
CHRM1 agonist: activates human CHRM1 receptor; P11229; CHO-K1 hM1, Fluo-8 calcium fluorescence, agonist mode; 0% DMSO, 100% acetylcholine EC100; activation, % at 3 µM; 0.33% of 360,000 active;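 active = activation above the run's mean compound activation plus 3 SD, cut at about 16% in these data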;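 also: peak over basal fluorescence ratio within a 140 s kinetic read after compound addition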
V1R ag counter: V1a receptor agonism, counter-screen for OXTR agonists; P37288; activation, % at 3 µM; CHO-V1R cells, Fluo-8 calcium fluorescence, agonist mode; 0% DMSO, 100% 3 nM vasopressin; 0.25% of 320,000 active;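 active = activation above the mean activation of all tested compounds plus 3 SD, per screening run, cut at about 20% in these data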;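 also: signal is peak over basal fluorescence ratio across a 100 second FLIPR read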
CHO parental Ca: counter-screen for OX1R antagonists: effect in parental CHO cells | parental CHO-K1, ATP-induced calcium, Fluo-8 fluorescence | inhibition, % at 5.6 µM | 0.63% of 330,000 active | AID 463079;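 active = inhibition above that plate's mean sample inhibition plus 3 SD, cut at about 26% in these data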;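 also: 0% = ATP-challenged DMSO wells and 100% = DMSO wells without ATP; some compounds past the cut are filed as inactive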
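Material – parental CHO cells · Reagent – ATP stimulus · Compound – single nominal dose of 5.6 µM per compound · Detection – Fluo-8 fluorescence · Read-out basis – percent inhibition of calcium signal · Controls – ATP-challenged DMSO wells low, unchallenged DMSO wells high · Repeats – no replicates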
TAAR1 antagonist: antagonists of human TAAR1; Q96RJ0; CHO RD-HGA16 TAAR1, Fluo-8 calcium fluorescence, antagonist; inhibition, % at 3 µM; 1.5% of 360,000 active;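 active = inhibition above a per-plate cutoff, the mean inhibition of test compounds on that plate plus 3 SD, cut at about 49% in these data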;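 also: 0% = DMSO plus EC80 beta-PEA response and 100% = DMSO alone without agonist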
Target sequence (Q96RJ0 whole entry, looked up): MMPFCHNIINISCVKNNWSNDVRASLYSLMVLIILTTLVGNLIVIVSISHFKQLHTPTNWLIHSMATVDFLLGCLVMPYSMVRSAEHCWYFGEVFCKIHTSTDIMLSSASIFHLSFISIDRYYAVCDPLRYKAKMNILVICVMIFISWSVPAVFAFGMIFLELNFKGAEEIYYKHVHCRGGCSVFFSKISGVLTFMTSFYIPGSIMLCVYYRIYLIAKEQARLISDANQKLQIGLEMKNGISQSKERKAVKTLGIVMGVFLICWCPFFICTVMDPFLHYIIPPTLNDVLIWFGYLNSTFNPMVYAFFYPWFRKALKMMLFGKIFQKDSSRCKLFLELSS
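Material: RD-HGA16 CHO cells with stable hTAAR1 and Gα16; Dosing: single nominal final test compound concentration of 3 µM; Schedule: seeding 17-24 h prior, 75-min 37 °C, 30-min RT dye loading; Detection: kinetic Fluo-8 calcium fluorescence measurement; Measure: % inhibition from peak post-agonist over basal fluorescence ratio; Benchmarks: vehicle and agonist controls.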
CHRM1 PAM: human CHRM1 positive allosteric modulation. 0.088% of 360,000 active. activation, % at 3 µM. P11229. CHO-K1 hM1, Fluo-8 calcium fluorescence, ACh EC20; 0% = ACh EC20, 100% = maximal ACh. AID 588819; in the data active = activation above about 19%, passing the limit was not always enough
TAAR1 ag: agonists of human TAAR1. 0.99% of 360,000 active. CHO RD-HGA16 TAAR1, Fluo-8 calcium fluorescence; vehicle wells 0%, saturating PEA agonist 100%. Q96RJ0. activation, % at 3 µM;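 active = activation above the mean activation of all test compounds in the run plus 3 SD, cut at about 38% in these data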
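Assay system: CHO-derived RD-HGA16 cells with stable Gα16 and human TAAR1; timing: 17-24 h seeding, 75 min 37 °C dye, 30 min RT; read-out: % activation from peak over basal fluorescence ratio, DMSO-to-PEA scaled; measured by: kinetic Fluo-8 calcium fluorescence; benchmarks: low control DMSO, high control PEA (EC100); doses: 3 µM single concentration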
OXTR agonist: agonists of human oxytocin receptor; CHO-OTR cells, Fluo-8 calcium fluorescence; normalized: DMSO 0%, oxytocin 100%; activation, % at 3 µM; 0.32% of 320,000 active;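 active = activation above the mean of all tested compounds plus 3 SD, cutoff set per screening run, cut at about 20% in these data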;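 also: peak over basal fluorescence ratio from a 100 s FLIPR kinetic read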
Active calls of the source: *; . = no result given.

Key to letters – A = M1 antag; B = OXTR potentiator; C = CHRM1 agonist; D = V1R ag counter; E = CHO parental Ca; F = TAAR1 antagonist; G = CHRM1 PAM; H = TAAR1 ag; I = OXTR agonist
Cc1[nH]c2ccc(C(=O)NCCCN3CCCCCC3)cc2c1C
  A: 6 | B: -12 | C: -6 | D: -0.3 | E: -4 | F: -7 | G: -1 | H: 0 | I: 0.3

C=CCn1c(=O)c(C(C)=O)cn(N(C)c2ncc(C(F)(F)F)cc2Cl)c1=O
  A: -7 | B: -5 | C: -4 | D: -1.1 | E: 0 | F: 1 | G: 10 | H: 8 | I: -0.5

Cc1ccc(NC(=O)NCc2nc3ccccc3n2C)cc1
  A: 3 | B: -3 | C: -1 | D: 0.2 | E: 5 | F: 0 | G: 8 | H: 1 | I: 0.4

COc1ccc(/C=C/C(=O)OC(C)CN2CCOCC2)cc1 (configuration not stated)
  A: 2 | B: -2 | C: -5 | D: 0.4 | E: -12 | F: -14 | G: -1 | H: 6 | I: 0.4

Cn1sccc1=O
  A: -10 | B: -5 | C: 2 | D: 2.5 | E: 1 | F: -12 | G: 3 | H: 5 | I: 0.2

Nc1ccc2c(c1)C(=O)c1ccccc1-2
  A: 18 | B: 3 | C: -4 | D: -0.5 | E: -5 | F: -4 | G: -8 | H: 2 | I: 0.8

COc1ccc(N(CC(=O)Nc2ccc(C)cn2)S(=O)(=O)c2c(C)nn(C)c2C)cc1
  A: -15 | B: -7 | C: -6 | D: -0.2 | E: -14 | F: -7 | G: 10 | H: 0 | I: -0.5

Cn1cccc1/C=N/n1c(-c2ccc(Cl)cc2Cl)n[nH]c1=S
  A: -3 | B: -23 | C: 15 | D: 21* | E: -10 | F: 29 | G: -5 | H: 62* | I: 26*

CCC(=O)NC(c1cc(Cl)c2cccnc2c1O)C1CC1 (configuration not stated)
  A: -5 | B: -1 | C: -7 | D: -0.3 | E: -7 | F: 0 | G: 11 | H: 6 | I: -0.4

COCCNC(=O)[C@@H]1CSC2c3ccccc3C(=O)N21 (some centres not stated)
  A: -8 | B: . | C: 1 | D: . | E: . | F: -11 | G: 12 | H: -1 | I: .

O=C(Cn1ncn2nc(-c3ccccc3)cc2c1=O)NCc1ccccn1
  A: 2 | B: -5 | C: -1 | D: 5.6 | E: -3 | F: -7 | G: -3 | H: 1 | I: 2.4

COc1ccccc1CNC(=O)c1nn(-c2ccc(C)cc2)c(=O)c2c1c1ccccc1n2C
  A: -5 | B: -8 | C: 1 | D: 0.6 | E: -10 | F: 9 | G: 5 | H: 6 | I: -0.6

OCCC1CN(Cc2ccc(Oc3ncccn3)cc2)CCN1Cc1ccc(F)c(F)c1 (configuration not stated)
  A: -1 | B: -2 | C: -8 | D: 2.4 | E: -14 | F: -4 | G: 6 | H: 2 | I: 1.2

CCN(CC(=O)Nc1c(F)cccc1F)C(=O)c1cccnc1Sc1ccccc1
  A: -7 | B: 0 | C: 7 | D: 0.4 | E: -24 | F: -24 | G: 13 | H: 3 | I: 0.1

CC(C)(C)c1ccc(C(=O)NCCN2CCOCC2)cc1
  A: -3 | B: -1 | C: -5 | D: 0.4 | E: -16 | F: -5 | G: 6 | H: 5 | I: -0.2

COc1ccc(NC(=O)CN(C)C(=O)c2cccc(Oc3ccccc3)c2)cc1
  A: 7 | B: -6 | C: -2 | D: 1.6 | E: -4 | F: 3 | G: -1 | H: 10 | I: -2.4

CCCCCCCCOc1ccc(C2CC(=O)NC2=O)cc1 (configuration not stated)
  A: -15 | B: -6 | C: -2 | D: 0.1 | E: -6 | F: 8 | G: 3 | H: -1 | I: 0.0

O=C(N/C(=C\c1cccc([N+](=O)[O-])c1)C(=O)N1CCCCC1)c1cccs1
  A: -10 | B: 2 | C: -3 | D: -0.9 | E: -22 | F: 10 | G: 3 | H: 3 | I: -0.1

Cc1n[nH]c(=S)n1-c1ccccc1
  A: -1 | B: -10 | C: -5 | D: 1.0 | E: 2 | F: -30 | G: -2 | H: 4 | I: 1.0

COc1ccc(/C=C2\SC(=S)N(CC(=O)Nc3nnc(C)s3)C2=O)cc1
  A: 0 | B: -4 | C: -2 | D: -0.2 | E: -3 | F: -15 | G: 4 | H: 2 | I: 0.5

CCOC(=O)C1(Cc2cccc(Cl)c2)CCCN(C(=O)CN2C(=O)CSC2=O)C1 (configuration not stated)
  A: 26 | B: -3 | C: 0 | D: 0.7 | E: -20 | F: -2 | G: -10 | H: 2 | I: 1.3

NC(=O)C1(N2CCCCC2)CCN(C2CC(=O)NC2=O)CC1 (configuration not stated)
  A: -11 | B: -4 | C: -3 | D: 0.6 | E: 0 | F: 5 | G: 10 | H: 4 | I: 0.5

CCN1C(c2ccc(F)cc2)=CS/C1=C(\C#N)c1nnc2n1-c1ccccc1SC2
  A: 13 | B: -12 | C: -5 | D: 2.3 | E: -10 | F: 32 | G: -10 | H: 2 | I: 1.7

CCCCOC(=O)c1ccc(NC(=O)c2nn(C)cc2Br)cc1
  A: 14 | B: -1 | C: -3 | D: 1.8 | E: 7 | F: 16 | G: -4 | H: 7 | I: 1.1

NCCCCCc1cn([C@@H](CCC(=O)O)C(=O)NCCCCCCCCCCC(=O)N2CCNCC2)nn1
  A: -2 | B: 0 | C: -7 | D: -0.2 | E: -7 | F: 7 | G: 3 | H: 1 | I: 0.7

Ordered by value in M1 antag (high to low): 3 of the compounds above.
Structure | M1 antag
COc1ccc(NC(=O)CN(C)C(=O)c2cccc(Oc3ccccc3)c2)cc1 | 7
CC(C)(C)c1ccc(C(=O)NCCN2CCOCC2)cc1 | -3
COCCNC(=O)[C@@H]1CSC2c3ccccc3C(=O)N21 (some centres not stated) | -8

Carrying on.
Values in the order: M1 antag	OXTR potentiator	CHRM1 agonist	V1R ag counter	CHO parental Ca	TAAR1 antagonist	CHRM1 PAM	TAAR1 ag	OXTR agonist
- CC1CCN(Cc2nc(Cl)c3c4c(sc3n2)CCC4)CC1
  3	-15	-6	-0.1	-15	-23	-1	3	0.2
- COc1ccc(Cl)cc1NC(=O)CN1C(=O)CCS(=O)(=O)c2ccccc21
  -2	.	-2	.	.	-1	3	3	.
- COc1ccccc1Nc1nc(N)nc(-c2cc3ccccc3o2)n1
  4	-22	4	0.3	-12	9	-7	17	-1.6
- CNc1nc2c(Cl)cc(Cl)cc2s1
  -15	0	-4	0.2	-3	-23	8	14	-3.3
- COCCOC1CCN(C(=O)C2CCC(=O)N(Cc3cccc(F)c3)C2)CC1 (configuration not stated)
  6	-7	7	0.2	7	-25	17	20	2.6
- Cc1cc(C(=O)OCC(=O)NC2CCCCC2)c(C)o1
  -17	5	-4	0.5	-5	6	2	1	-0.8
- CC(=O)OCc1c(-c2ccccc2)c2cc([N+](=O)[O-])ccc2n1C
  -1	-5	-7	-0.7	-16	-32	3	0	-2.2
- CCOc1cc(CNCc2ccc3c(c2)OCO3)ccc1OC
  -12	.	-9	.	.	-4	2	2	.
- CCN(CC)CCCNC(=O)CN1C(=O)CSc2ccc(S(=O)(=O)N3CCOCC3)cc21
  -10	-5	-12	0.4	-4	5	12	5	0.6
- COC(=O)[C@@]1(Cc2ccccc2)[C@H]2C(=O)N(C)C(=O)[C@H]2[C@H]2CN(C)C(=NCc3ccccc3)N21
  -22	.	-5	.	.	10	10	1	.
- CC1(c2ccc(OC(F)F)cc2)NC(=O)N(CC(=O)Nc2cccnc2Cl)C1=O (configuration not stated)
  19	-22	44*	48*	9	73*	-8	129*	60*
- COC(CNC(=O)c1cc(Sc2nnc(C)s2)nc2ccccc12)OC
  1	-3	-3	0.7	-14	-13	4	3	0.1
- Cc1ccc2nc(-c3ccc(NC(=S)NCCC(C)C)cc3)sc2c1
  -6	-8	-1	0.1	-16	4	-3	4	-0.8
- CC(NC(=O)C(c1ccccc1)c1ccccc1)C(=O)O (configuration not stated)
  -2	-4	2	1.4	-8	-4	-15	0	0.9
- COc1cc(OC)c(-c2nc3cnccc3n2C)cc1OC
  20	-4	-6	0.3	-4	11	-8	1	0.2
- COc1ccc(COC(=O)C2CCN(S(=O)(=O)c3ccc(F)cc3)CC2)cc1
  -18	-14	0	2.3	-6	3	16	2	-0.1
- COc1ccccc1CNC(=O)CSc1ccc(Br)cc1
  -6	-4	-13	-1.1	-8	10	5	2	-2.2
- CCN1C(=S)N[C@@H](c2cccs2)C(C(=O)OC)=C1C
  0	-11	-4	-0.2	-9	-3	12	9	-1.4
- Cc1ncc(COCc2ccccc2)c(CO)c1OCc1ccccc1
  -6	.	-2	.	.	4	0	4	.
- OC(CNCc1ccco1)Cn1c2ccccc2c2ccccc21 (configuration not stated)
  -4	-7	2	12	10	-11	6	20	18

In the list so far, these have a Cl atom.
Values in the order: M1 antag	OXTR potentiator	CHRM1 agonist	V1R ag counter	CHO parental Ca	TAAR1 antagonist	CHRM1 PAM	TAAR1 ag	OXTR agonist
- C=CCn1c(=O)c(C(C)=O)cn(N(C)c2ncc(C(F)(F)F)cc2Cl)c1=O
  -7	-5	-4	-1.1	0	1	10	8	-0.5
- Cn1cccc1/C=N/n1c(-c2ccc(Cl)cc2Cl)n[nH]c1=S
  -3	-23	15	21*	-10	29	-5	62*	26*
- CCC(=O)NC(c1cc(Cl)c2cccnc2c1O)C1CC1 (configuration not stated)
  -5	-1	-7	-0.3	-7	0	11	6	-0.4
- CCOC(=O)C1(Cc2cccc(Cl)c2)CCCN(C(=O)CN2C(=O)CSC2=O)C1 (configuration not stated)
  26	-3	0	0.7	-20	-2	-10	2	1.3
- CC1CCN(Cc2nc(Cl)c3c4c(sc3n2)CCC4)CC1
  3	-15	-6	-0.1	-15	-23	-1	3	0.2
- COc1ccc(Cl)cc1NC(=O)CN1C(=O)CCS(=O)(=O)c2ccccc21
  -2	.	-2	.	.	-1	3	3	.
- CNc1nc2c(Cl)cc(Cl)cc2s1
  -15	0	-4	0.2	-3	-23	8	14	-3.3
- CC1(c2ccc(OC(F)F)cc2)NC(=O)N(CC(=O)Nc2cccnc2Cl)C1=O (configuration not stated)
  19	-22	44*	48*	9	73*	-8	129*	60*

Compound activity: PubChem BioAssay, The Scripps Research Institute Molecular Screening Center
